Screening data: PubChem, University of Kansas High Throughput Screening Laboratory
mHTT-CaM PPI inh: inhibitors of human mutant huntingtin-calmodulin interaction; inhibition, % at 15 µM; P42858; AlphaScreen His-mHTT/GST-CaM binding, luminescence; hit rate 3.6% among 190,000;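 note: 0% = both proteins with DMSO and 100% = one protein alone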
Pf apPOL inh: Pf-apPOL DNA polymerase inhibition; Recombinant Pf-apPOL, molecular beacon fluorescence, 1.5 h; inhibition, % at 10 µM; hit rate 0.25% among 210,000; AID 1794808
* hit, by the source's call; / = no result given. Cut-off read from the data, not from the text of the source: active = inhibition above about 50%; inactive = the rest.

SMILES | mHTT-CaM PPI inh | Pf apPOL inh
CS(=O)(=O)N(Cc1ccccc1Cl)c1ccc(C(=O)N2CCc3ccccc3C2)cc1 | 97.8* | -1.3
CCc1cccc(NC(=O)C2CCCN(c3nccc4sccc34)C2)c1 (configuration not stated) | -1.5 | -5.6
O=C1COc2ccccc2N1Cc1ccccc1 | / | -2.9
CCOc1ccc(NC(=O)CN2C(=O)C3(OCCCO3)c3ccccc32)cc1 | 5.0 | -5.9
O=C(Nc1nc2c(s1)CCCC2C(=O)NCc1ccco1)c1ccc2c(c1)OCO2 (configuration not stated) | 20.5 | 16.4
COc1ccc(C(O)CN2CCN(c3ccc(OC)cc3)CC2)cc1 (configuration not stated) | -6.4 | -4.3
O=C1CCC(=O)N1CCc1cnc[nH]1 | / | 1.7
CCc1ccc(CNC(=O)C(=O)Nc2ccc3c(c2)OCO3)cc1 | 5.4 | -7.1
CSc1nc2c(c(-c3ccc(C)o3)c1C#N)CCCC2 | -2.0 | 1.2
Cc1ccc(-c2cn(CC(=O)NC(C)C)c(=O)o2)cc1 | -4.6 | -1.9
O=C(CN1CCN(c2ccccn2)CC1)Nc1ccc(F)cc1 | -2.0 | -1.0
CCOc1nccnc1N1CCC(N)C1 (configuration not stated) | 26.4 | -4.0
c1nc2c(c(NCc3ccc4c(c3)OCO4)n1)CCC2 | -6.4 | -5.3
CC(C)c1cc(C2CCCN2C(=O)NCc2ccccc2)on1 (configuration not stated) | 7.0 | -0.8
CN(C)C(=O)c1cc2c(s1)CCC(C(=O)NCc1ccncc1)C2 (configuration not stated) | 4.3 | -1.2
COc1ccc(Br)cc1C1C(C(=O)Nc2ccc(Cl)cc2)=C(C)Nc2ncnn21 (configuration not stated) | 60.0* | -3.3
COc1ccccc1CC(=O)NC12CC3CC(CC(C3)C1)C2 | -6.2 | -4.0
Cc1ccc(C)c(OCC(=O)Nc2ccc([N+](=O)[O-])cc2)c1 | -0.3 | -14.3
COc1ccc(-c2ccc(OC)cc2C#N)cc1 | / | -9.6
Cc1ccc(CN(c2ccc(C(=O)N3CCN(c4ccccc4)CC3)cc2)S(C)(=O)=O)cc1 | 17.1 | -2.6
Nc1nonc1C(=NO)N1CCCC1 | / | 0.9
CCOC(=O)C1CCN(Cc2cc(=O)oc3cc(-c4ccccc4)c(O)cc23)CC1 | -0.2 | -7.4
CN1CCN(C(=O)CCC2CCCN(C(=O)Nc3cccc(F)c3)C2)CC1 (configuration not stated) | -8.7 | -2.6
COc1ccc(C2=N/C(=C/c3ccc(OC)c(OC)c3OC)C(=O)O2)cc1Br | 0.0 | -2.5

In another format: entries from further up
Every second line gives: mHTT-CaM PPI inh	Pf apPOL inh
- O=C(CN1CCN(c2ccccn2)CC1)Nc1ccc(F)cc1
→ -2.0	-1.0
- CCOc1nccnc1N1CCC(N)C1 (configuration not stated)
→ 26.4	-4.0
- c1nc2c(c(NCc3ccc4c(c3)OCO4)n1)CCC2
→ -6.4	-5.3
- CC(C)c1cc(C2CCCN2C(=O)NCc2ccccc2)on1 (configuration not stated)
→ 7.0	-0.8
- CN(C)C(=O)c1cc2c(s1)CCC(C(=O)NCc1ccncc1)C2 (configuration not stated)
→ 4.3	-1.2
- COc1ccc(Br)cc1C1C(C(=O)Nc2ccc(Cl)cc2)=C(C)Nc2ncnn21 (configuration not stated)
→ 60.0*	-3.3
- COc1ccccc1CC(=O)NC12CC3CC(CC(C3)C1)C2
→ -6.2	-4.0
- Cc1ccc(C)c(OCC(=O)Nc2ccc([N+](=O)[O-])cc2)c1
→ -0.3	-14.3
- COc1ccc(-c2ccc(OC)cc2C#N)cc1
→ /	-9.6
- Cc1ccc(CN(c2ccc(C(=O)N3CCN(c4ccccc4)CC3)cc2)S(C)(=O)=O)cc1
→ 17.1	-2.6
- Nc1nonc1C(=NO)N1CCCC1
→ /	0.9
- CCOC(=O)C1CCN(Cc2cc(=O)oc3cc(-c4ccccc4)c(O)cc23)CC1
→ -0.2	-7.4
- CN1CCN(C(=O)CCC2CCCN(C(=O)Nc3cccc(F)c3)C2)CC1 (configuration not stated)
→ -8.7	-2.6
- COc1ccc(C2=N/C(=C/c3ccc(OC)c(OC)c3OC)C(=O)O2)cc1Br
→ 0.0	-2.5

New compounds follow
SMILES | mHTT-CaM PPI inh | Pf apPOL inh
Clc1cccc(CN2CCOCC2)c1 | 1.6 | 0.7
Cc1cc(NC(=O)C2=COCCO2)n(-c2nc3c(F)cccc3s2)n1 | -23.1 | -3.1
Cn1c(SCC(=O)N(CCO)CCO)nc2sc3c(c2c1=O)CCCC3 | -2.3 | -6.4
COc1cccc(NC(=O)CSc2nc3ccccc3c(=O)n2Cc2ccc3c(c2)OCO3)c1 | -2.0 | -4.3
CCOC(=O)C1CCN(Cc2cccc(NC(=O)c3cccs3)c2)CC1 | / | -10.5
Cc1cc(NC(=O)Cn2c(=O)oc3ccccc32)no1 | 2.0 | 0.5
COc1ccc(C(=O)N2CCC(N3CCN(Cc4ccccc4)C3=O)CC2)cc1OC | 13.3 | -8.3
COc1cc(C(=O)Nc2ccc(-c3nc4cc(Cl)ccc4o3)cc2)cc(OC)c1OC | -2.2 | -2.3
Cc1[nH]nc(SCC(=O)Nc2sc3c(c2C(N)=O)CCC(C)C3)c1[N+](=O)[O-] (configuration not stated) | 5.0 | -2.7
CCOC(CNC(=O)c1ccc2c(c1)ncn2-c1cc(C)cc(C)c1)OCC | 12.0 | 26.7
COc1ccc(C(=O)N2CCC(C(=O)Nc3ccc(Br)cc3)CC2)cc1 | -4.0 | 0.2
Cc1cccc(NC(=O)NC2CCN(c3nc4ccccc4n(CC(C)C)c3=O)CC2)c1 | -6.0 | -1.8
Cc1cccc(NC(=O)c2ccc(C)c(Cl)c2)n1 | -20.3 | -28.3
COc1ccc(-n2nc3c(c2NC(=O)c2cccc([N+](=O)[O-])c2C)CS(=O)(=O)C3)cc1 | 0.0 | -5.2
COc1ccc(C2C(C(=O)c3ccco3)=C(O)C(=O)N2Cc2cccnc2)cc1OC (configuration not stated) | 5.3 | -3.2
CC(C)N(C(=O)Cn1ccc(=N)c2ccccc21)C(C)C | -6.0 | -2.3
Cc1cc(C)c2c(=O)[nH]c(SCC(=O)c3ccc(F)c(C)c3)nc2n1 | 1.0 | 0.2
CC(=O)N1CCN(Cc2ccc(Cl)cc2Cl)CC1 | 0.5 | -3.8
COc1ccc(C2OC3=C(C(=O)CC(C)(C)C3)C(N)=C2C#N)cc1 (configuration not stated) | 4.0 | -1.4
COc1ccc(-c2nc3cccnc3n2C2CCN(C(=O)Nc3ccccc3)C2)cc1 (configuration not stated) | -6.4 | -4.2
Cc1cn2c(=O)c(C(=O)Nc3cccc(Cl)c3Cl)cnc2s1 | -4.2 | 7.9
Cc1cc(NC(=O)C(=O)NCCN2CCN(C(=O)c3ccco3)CC2)ccc1Br | 6.8 | -3.2
O=C(NCc1ccccn1)C(=O)Nc1ccc2c(c1)OCO2 | -3.0 | -2.3
O=C(NCC1COc2ccccc2O1)C(c1ccccc1)c1ccccc1 (configuration not stated) | -13.9 | -7.6
O=C(NCC(=O)N1CCCc2ccccc21)c1ccncc1 | 3.5 | -0.3
O=C(NC1CCCCCCC1)C1CCN(c2nc3ccccc3o2)CC1 | 25.0 | -4.8
Cc1nc(-c2ccc(F)cc2)sc1C(=O)N1CCC(C(C)C(=O)NC2CC2)CC1 (configuration not stated) | 1.6 | 3.9
CCC(C)NC(=O)C1COC2(CCC(C)CC2)N1C(=O)c1cccc(Cl)c1 (configuration not stated) | 0.6 | 1.4
Cc1[nH]nc2c1C(c1cc([N+](=O)[O-])ccc1Cl)C(C#N)=C(N)O2 (configuration not stated) | -4.0 | -9.9
Cc1ccc(S(=O)(=O)Oc2ccc3ccccc3c2I)cc1 | / | -4.2
O=C(Nc1cccc(Cl)c1)c1ccc(NCCO)c([N+](=O)[O-])c1 | 32.9 | -0.3
CCOC(Cn1c(SCC(=O)Nc2ccc(CC)cc2)nc2ccccc2c1=O)OCC | -5.0 | -0.6
OC[C@@H]1[C@@H](c2ccc(Cl)cc2)C(c2ccc(F)cc2)=NN1c1ccccc1 | 72.5* | -4.4
CCc1onc(C)c1C1CCCN1C(=O)Nc1cc(Cl)ccc1C (configuration not stated) | -5.5 | -7.6
O=C(NCc1csc(C2CCN(C(=O)c3ccccc3)CC2)n1)C1CC1 | -12.0 | -2.0
COc1ccc(S(=O)(=O)NCc2ccc(Cl)c(Cl)c2)cc1 | -8.5 | -1.9
CCNC(=O)N1CCC(Nc2cccnc2)C1 (configuration not stated) | -4.0 | -4.4
COc1ccc(CC(=O)N2CCC3(C2)C(=O)N(C)c2ccccc23)cc1Cl (configuration not stated) | 10.3 | 2.1
CSc1cccc(NC(=O)CN2C(=O)C3CCCN3C(=O)c3ccc(F)cc32)c1 (configuration not stated) | 16.8 | -7.9
O=C(NCCn1ncccc1=O)c1csc(-n2cccc2)n1 | -10.1 | -2.1
O=C1S/C(=C\c2cc3c(cc2Cl)OCO3)C(=O)N1Cc1ccccc1 | 4.0 | 0.4
COC(=O)c1ccc(N2C(=O)C3CC(C)=C(C)CC3C2=O)cc1 (configuration not stated) | -7.9 | -3.7
O=C(Cc1nnc(-c2ccc3ncccc3c2)o1)Nc1ccc(Cl)cc1 | 0.1 | -3.2
CC1CCc2nc(SC3CC(=O)C4OCC3O4)nc(C(F)(F)F)c2C1 (configuration not stated) | 12.0 | -0.4
CS(=O)(=O)c1nnnn1-c1cccc2ccccc12 | -4.9 | /
COc1cccc(NC(=O)C2CCN(S(=O)(=O)c3ccccc3)CC2)c1 | -5.0 | 0.3
Cc1cccc(OCc2nnc(-c3ccc(Cl)cc3Cl)o2)c1 | -11.0 | 1.8
O=C(NCCn1cnc(-c2ccccc2)cc1=O)c1cc(-c2cccs2)[nH]n1 | 2.3 | -5.7
CC12CCC(C(=O)N3CCC(Cc4ccccc4)CC3)(C(=O)C1=O)C2(C)C (configuration not stated) | -2.5 | -3.0
Cc1ccc(C2=NN(C(=O)CN3CCC(C(N)=O)CC3)C(c3ccc(C)cc3)C2)cc1 (configuration not stated) | 57.2* | -8.7
O=S(=O)(c1ccc(F)cc1)N1CCc2nc(-c3ccc(Cl)cc3)ncc2C1 | -7.3 | 0.8
CC1C(=O)N(c2ccc(Cl)cc2)CCN1C(=O)c1cccc(Cl)c1 (configuration not stated) | -1.7 | 0.1
NC(C(=O)N[C@@H]1C(=O)N2C(C(=O)O)=C(Cl)CS[C@H]12)c1ccccc1 (some centres not stated) | / | 18.8
CSc1ccc(C(Nc2ccccn2)c2ccc3cccnc3c2O)cc1 (configuration not stated) | 99.0* | 1.7
Brc1ccc(CN2CCN(Cc3ccccc3)CC2)o1 | 3.0 | -2.3
Cc1ccc2oc(C(=O)NCCc3c[nH]c4ccccc34)cc2n1 | 18.3 | -19.9
Cc1ccccc1CC(=O)N1CCC(c2ccn3ncc(C(=O)N4CCCC4)c3c2)CC1 | 12.9 | 0.4
CCC(C)NC(=O)c1c[nH]c2ccc(S(=O)(=O)N3CCc4ccccc43)cc2c1=O (configuration not stated) | 18.0 | -5.1
CCCc1ccn(CCSCC)c1-c1cccs1 | 5.7 | /
CC(Oc1ccc2c(c1)OCO2)C(=O)N1CCN(c2ccc(-c3ccco3)nn2)CC1 (configuration not stated) | 35.4 | 14.7

Further results
SMILES | mHTT-CaM PPI inh | Pf apPOL inh
COCCn1c(C2CCN(C(=O)Cc3cccc(F)c3)C2)nc2cccnc21 (configuration not stated) | 4.4 | -2.1
COc1ccc(C(=O)N2CCC(COc3ccc(C(=O)NC4CC4)cc3)CC2)c(C)c1 | 11.9 | -2.9
COc1ccc(OCC(=O)Nc2ccccc2C(=O)NC(C)C)cc1 | -3.5 | 0.3
O=C(Nc1nc(C(=O)N2CCN(c3ncccn3)CC2)co1)c1ccccc1 | -1.9 | 0.9
COc1ccc(OC)c(-n2c(CCC(=O)O)ccc2-c2cccs2)c1 | 16.0 | 4.8
O=C(c1cc2cc3ccc(Cl)cc3nc2o1)N1CCCC1 | 4.0 | -3.8
COc1ccc(CC(=O)N2CCC(c3nc(C(=O)N(C)C)c(C)o3)CC2)cc1Cl | 11.8 | -2.0
O=C(NCCc1ccc(Cl)cc1)C1Oc2ccccc2NC1=O (configuration not stated) | 31.8 | 4.6
CNC(=O)Nc1ccc(C(=O)NC)cc1 | -7.9 | -2.2
O=C(Nc1ccc(Cl)cc1Cl)c1cnc(NC2CCCCC2)cc1C(F)(F)F | / | -7.1
COc1ccc(Nc2nc3ccccc3nc2-c2ccccc2)cc1 | / | 3.1
CN1C2=NCCCN2c2ccccc21 | -1.0 | -2.2
Cc1cc(N2CCN(c3ncccn3)CC2)nc2ccc(NC(=O)CSc3ccncc3)cc12 | 31.0 | -3.0
Cc1ccc(-c2nnc(CC(=O)NC3CCCC3)o2)cc1 | -1.0 | -0.1
CC1CC(C)CN(S(=O)(=O)N2CCCC(C(=O)NCCN3CCOCC3)C2)C1 (configuration not stated) | -5.0 | -0.3
COc1ccccc1N=Cc1cc(OC)c(OCc2ccccc2)cc1[N+](=O)[O-] | 95.0* | -12.5
CCc1cc(C2CCCN2C(=O)c2c(F)cccc2Cl)on1 (configuration not stated) | -6.7 | -2.1
COC(=O)c1ccccc1S(=O)(=O)N1CC2CC1CC2NC(=O)c1ccccc1 (configuration not stated) | 1.0 | -5.7
CN(C)CCCNC(=O)C1CCN(c2nc3ccc(-c4cccnc4)nc3s2)CC1 | 0.3 | 0.5
CCOc1ccc(Br)cc1C=C1SC(=S)N(CCc2ccc(OC)c(OC)c2)C1=O | / | -0.6
CCC1c2ccc(C)n2CCN1C(=O)Nc1ccccc1Cl (configuration not stated) | -2.5 | 1.5
CCN(CC)CC(=O)Nc1scc2c1c(=O)oc1ccccc12 | / | 4.3
